Screens: PubChem BioAssay, several laboratories
proCasp7 act: counter-screen for procaspase-3 activators: activators of human procaspase-7 | P55210 | recombinant procaspase-7, Ac-DEVD-pNA absorbance 405 nm; D23A/D198A/D206A triple mutant, cannot self-cleave; scale: DMSO 0, 5 µM enzyme 100 | activation, % at 8.5 µM | hit rate 0.093% among 330,000;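 active = percent activation above the screen-wide mean plus 3 SD, cut at about 25% in these data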
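Assay system: Uncleavable procaspase-7 mutant enzyme | Input: 2 µM procaspase-7 mutant as dispensed | Timing: 1 h compound preincubation, 2 h substrate cleavage, 25 °C | Repeats: One well per compound | Control set: DMSO wells as 0%, DMSO with 5 µM added PC-7 as 100% | Technique: Epi-absorbance of released pNA at 405 nm, two timepoints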
GRK2 aptamer HTS: inhibitors of human GRK2 displacing RNA aptamer | P25098 | bead flow cytometry, FAM-aptamer displacement from GRK2 | inhibition of aptamer binding, % at 10 µM | hit rate 0.59% among 330,000 | AID 488847;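 active = inhibition of aptamer binding above 40%, roughly 3 SD of noise, on plates passing a quality check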;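 also: median bead fluorescence of bound FAM aptamer so fluorescent compounds give negative values; no value below 0 was filed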
procasp3 activ: activators of human procaspase-3. P42574. recombinant procaspase-3 D3A, Ac-DEVD-pNA absorbance 405 nm. activation, % at 8.5 µM. hit rate 0.11% among 330,000;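 active = activation above the mean of all tested compounds plus 3 SD, cut at about 21% in these data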;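 also: 0% = DMSO alone and 100% = DMSO wells spiked with extra 5 µM PC-3 D3A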
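material = Procaspase-3 D3A mutant | probe or stimulus = Ac-DEVD-pNA | compound = single dose, 8.5 µM nominal compound, 0.8% DMSO | timing = 1 h preincubation, 2 h reaction | measured by = 405 nm absorbance of p-nitroaniline, reads at 0 and 120 min | benchmarks = DMSO-only low control, 5 µM PC-3 D3A high control | repeats = singlicate, each compound tested once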
HCV core dimer: blocks dimerization of HCV core protein; TR-FRET GST/Flag-core106 dimerization, 1536-well; inhibition, % at 5 µM; hit rate 0.33% among 300,000; AID 1899;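 active = inhibition above the mean of all tested compounds plus 3 SD, set per screening campaign, cut at about 45% in these data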
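assay system = GST-tagged and Flag-tagged HCV core protein residues 1-106 | controls = unlabelled core106 and no-GST-core106 wells | incubation = compound-protein-antibody incubation 4 h at 22.5 °C | probe or stimulus = Eu donor and XL665 acceptor anti-tag antibodies | read-out = % inhibition based on acceptor/donor emission ratio | signal = TR-FRET 671 and 617 nm emission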
JMJD2C inh: human JMJD2C demethylase inhibition. Q9H3R0. GST-JMJD2C(1-420) H3K9me3 demethylation, DELFIA europium. hit rate 0.069% among 330,000. inhibition, % at 2.35 µM;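 active = more than half of a compound's replicate wells show inhibition beyond 50%, single wells judged on their own value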;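 also: signal counts dimethyl H3K9 product captured on neutravidin plate; 0% = median of DMSO wells and 100% = 0.3 times that DMSO median; strong numbers were not always called active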
PP1 counter: counter-screen for PP5 inhibitors: inhibitors of human PP1-alpha; P62136; purified PP1alpha, OMFP fluorescence; inhibition, % at 6.7 µM; hit rate 0.9% among 320,000;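 active = inhibition above the mean inhibition of all tested compounds plus 3 SD, computed separately for each screening campaign, cut at about 15% in these data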
PP5 inh: inhibitors of human protein phosphatase 5 (PP5); P53041; purified PP5c, OMFP substrate fluorescence; inhibition, % at 6.7 µM; hit rate 0.18% among 320,000;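 active = inhibition above the campaign's mean inhibition across all tested compounds plus 3 SD, cut at about 9.5% in these data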;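 also: 0% = DMSO only and 100% = 100 µM cantharidin control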
CTSL1 counter: cathepsin L1 inhibition, PFM18AAP counter-screen | recombinant F. hepatica cathepsin L1, Z-Leu-Arg-MCA fluorescence | inhibition, % at 5.96 µM | hit rate 0.49% among 300,000 | AID 1906;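 active = inhibition above the mean of all tested compounds plus 3 SD, set per screening campaign, cut at about 17% in these data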;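 also: 0% = plate median of test compound wells and 100% = 1 µM Z-Phe-Ala-diazomethylketone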
VLA-4 inh: inhibition in a human VLA-4 binding assay; P13612; hit rate 0.2% among 330,000; VLA-4 expressing cells, ligand binding flow cytometry; inhibition, % (about 7 µM as worked out from the volumes in the protocol); in the data active = inhibition above about 50%
Target sequence (P13612 whole entry, looked up): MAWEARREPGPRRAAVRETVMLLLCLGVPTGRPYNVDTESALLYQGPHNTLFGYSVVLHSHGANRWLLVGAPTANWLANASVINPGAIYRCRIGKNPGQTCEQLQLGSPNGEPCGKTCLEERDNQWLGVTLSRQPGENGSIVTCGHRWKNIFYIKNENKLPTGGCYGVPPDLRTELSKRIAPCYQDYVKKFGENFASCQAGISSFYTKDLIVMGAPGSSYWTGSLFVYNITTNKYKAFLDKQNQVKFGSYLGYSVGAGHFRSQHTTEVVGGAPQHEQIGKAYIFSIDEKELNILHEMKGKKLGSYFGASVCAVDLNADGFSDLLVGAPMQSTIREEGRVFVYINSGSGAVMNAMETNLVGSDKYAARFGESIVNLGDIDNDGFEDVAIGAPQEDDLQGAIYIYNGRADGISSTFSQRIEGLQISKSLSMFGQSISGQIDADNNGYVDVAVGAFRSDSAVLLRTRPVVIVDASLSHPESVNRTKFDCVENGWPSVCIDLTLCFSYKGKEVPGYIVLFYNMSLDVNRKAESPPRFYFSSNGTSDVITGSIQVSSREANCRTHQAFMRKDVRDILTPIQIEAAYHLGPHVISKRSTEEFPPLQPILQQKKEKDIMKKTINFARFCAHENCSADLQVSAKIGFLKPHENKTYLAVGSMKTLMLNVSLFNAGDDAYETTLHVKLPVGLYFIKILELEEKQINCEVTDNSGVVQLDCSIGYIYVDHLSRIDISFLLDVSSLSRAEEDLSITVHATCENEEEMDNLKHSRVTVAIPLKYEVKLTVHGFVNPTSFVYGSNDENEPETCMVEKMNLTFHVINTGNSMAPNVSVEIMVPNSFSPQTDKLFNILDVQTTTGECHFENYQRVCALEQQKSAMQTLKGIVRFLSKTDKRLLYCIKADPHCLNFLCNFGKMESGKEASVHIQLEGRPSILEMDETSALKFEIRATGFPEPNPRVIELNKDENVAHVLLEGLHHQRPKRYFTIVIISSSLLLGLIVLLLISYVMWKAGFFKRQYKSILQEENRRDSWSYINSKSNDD
Starred values were filed as active, the others as inactive; i = inactive; nt = no result given.

SMILES	proCasp7 act	GRK2 aptamer HTS	procasp3 activ	HCV core dimer	JMJD2C inh	PP1 counter	PP5 inh	CTSL1 counter	VLA-4 inh
CCc1nc2c(c(=O)c3ccccc3n2C)c(=O)n1CCc1ccc(OC)cc1	0	0	2	20	-10	11	3.7	1	29
COC(=O)c1c(C)[nH]c(C(=O)/C=C/c2ccc(C)cc2)c1C	-21	2	-13	-3	109	6	6.5	2	0
Cc1ccc(-c2ccc(C(=O)NCc3ccccc3)o2)c2ccccc12	-12	nt	-10	10	-2	5	2.4	8	nt
COC(=O)C1=C(C)N(c2ccc(C)c(C)c2)/C(=C/c2ccc(O)cc2)C1=O	1	4	-2	1	-35	2	2.3	2	-4
O=C(NNc1ccc(-c2csnn2)cc1)c1ccccc1C(F)(F)F	4	1	-3	3	-3	-2	-4.2	-6	9
Cc1ccc(C(=O)C2=C(O)C(=O)N(Cc3ccccc3)C2c2cccnc2)o1 (centres undefined)	-28	0	-5	4	5	3	0.6	3	9
CC(C(=O)Nc1cccnc1)N1C(=O)c2ccccc2C1=O (centres undefined)	5	1	-1	1	-4	-7	-3.4	1	26
CN(Cc1nc(Cc2ccccc2F)no1)[C@@H]1CS(=O)(=O)C[C@H]1O	1	0	-3	-2	3	-1	-3.6	0	-3
COc1ccc(C(=O)Nc2ccc3c(c2)nc(CN2CCN(C(C)=O)CC2)n3C)cc1	-4	4	-4	-3	-2	-4	-2.2	3	-4
COc1cccc(OC)c1C(=O)N1CCN(c2ccccn2)CC1	4	1	2	5	0	-2	2.5	-3	13
CCOC(=O)N1CCN(C(=O)CCn2nc(-c3ccc(Cl)cc3)ccc2=O)CC1	11	0	2	0	-4	-1	-2.5	2	-12
O=C(Oc1ccc2c(=O)c(Cl)coc2c1)c1ccncc1	-13	0	-4	-6	9	-2	0.2	-1	11
CC(=O)N1CCN(C(=O)c2ccc(NS(=O)(=O)c3ccc4[nH]c(=O)[nH]c4c3)cc2)CC1	0	0	9	6	74	-11	1.7	-1	1
C/C(=N\NS(=O)(=O)c1ccc(C(C)(C)C)cc1)c1ccccc1	-3	0	-1	7	2	3	4.7	-7	-11
CCCCN1C(=O)C(O)(CC(=O)c2ccco2)c2cc(Br)ccc21 (centres undefined)	-18	1	-8	-9	-5	2	2.8	-2	-8
COc1ccc(-c2ccc(C#N)c(SCC(=O)NC3CC3)n2)cc1OC	6	0	-2	2	-4	1	1.2	4	11
CCOC(=O)[C@@H]1[C@H]2COc3ccccc3[C@@H]2N2C(=O)N(c3ccc(F)cc3)C(=O)[C@@]12C	-3	1	1	-12	1	1	1.1	-6	6
COc1ccc(C2(CNC(=O)c3ccccc3[N+](=O)[O-])CCOCC2)cc1	-10	1	0	-1	-8	-1	2.2	1	2
CCOC(=O)C(NC(=O)c1ccccc1)(OCC1(CC)COC1)C(F)(F)F (centres undefined)	0	0	8	-1	-1	-1	1.3	1	-5
CCNC(=O)NC(=O)COC(=O)c1cccc(NS(=O)(=O)/C=C/c2ccccc2)c1	3	0	-5	6	-2	0	2.1	-1	-4
CSc1nc(NCCCO)c2c3c(sc2n1)CN(C)CC3	6	2	-5	-2	3	-2	-1.6	4	8
O=C(Nc1ccc(F)cc1)Nc1ccccc1C(=O)NCCN1CCNC1=O	3	0	-1	3	-3	-2	2.2	-2	5
Cc1c(N=Cc2nc3ccccc3n2C)c(=O)n(-c2ccccc2)n1C	-10	1	-7	2	5	3	0.5	2	8
O=C(Nc1cccc(F)c1)c1ccc2c(c1)OCO2	-12	0	1	-3	6	-4	4.4	-1	3
O=C1c2ccccc2C(O)(c2ncc[nH]2)N1CCc1ccccc1 (centres undefined)	2	5	5	-6	-3	-2	-1.3	-3	0
c1ccc(-c2cc(-c3ccc(N4CCOCC4)cc3)nc3ccccc23)cc1	14	2	15	-6	14	1	3.0	8	10
CCOC(=O)c1ccc(NC(=O)NC2CC3CCC(C2)N3Cc2nnnn2Cc2ccco2)cc1 (centres undefined)	4	0	11	6	0	2	3.3	-2	13
Cc1ccc([N+](=O)[O-])cc1N(CC(=O)N1CCCCC1)S(C)(=O)=O	6	0	3	-1	1	-2	0.1	4	53*
CN1CCc2c(OCC(=O)N3CCCc4ccccc43)cccc2C1=O	4	2	7	2	0	-2	0.4	0	-4
CCOc1ccc(S(=O)(=O)N(C)c2ccc(OCC(=O)N3CCOCC3)cc2)cc1	14	0	0	-6	-5	1	-2.2	0	-8
O=[N+]([O-])c1ccc(-c2nc(=S)c3c(o2)CCCC3)cc1	-5	2	-2	9	6	5	-2.4	10	19
COc1ccc(CCNC(=O)CCCc2nnc3n(C)c(=O)c4sccc4n23)cc1OC	1	0	-4	-10	8	4	1.1	0	4
CCOC(=O)NC(NC(=S)Nc1ccccc1OC)C(Cl)(Cl)Cl (centres undefined)	5	0	0	-2	17	-6	1.6	-3	1
CS(=O)(=O)c1ccc(Cl)c(NC(=O)COC(=O)/C=C/c2cnc3ccccc3n2)c1	7	0	0	9	-5	-3	0.7	-9	-1
CCC(=O)Nc1cccc(NC(=S)NC(=O)c2cccs2)c1	-16	11	-8	-3	-8	-4	2.8	-1	4
O=C(COC(=O)C1CCN(c2ccc(C(F)(F)F)cn2)CC1)c1ccc(Cl)cc1	-7	0	-4	-4	-1	-3	2.2	5	-1
O=c1cc(-c2ccccc2Cl)oc2ccc([N+](=O)[O-])c(O)c12	-11	0	3	2	8	14	-0.9	1	7
COc1ccc(NC(=O)NNC(=O)c2ccc3ccccc3c2)cc1OC	-5	2	4	4	2	-3	1.5	-2	-12
NC(=O)c1ccc(-c2c(-c3ccccc3)sc3ccccc23)cc1	6	0	1	nt	7	-2	0.6	nt	2
O=C(Nc1cccc(C(F)(F)F)c1)OCCN1CCN(Cc2ccccc2)CCC1=O	0	0	3	-9	-10	4	4.9	1	-13

Reformatted field by field: part of the list above
CCOc1ccc(S(=O)(=O)N(C)c2ccc(OCC(=O)N3CCOCC3)cc2)cc1
  proCasp7 act: 14
  GRK2 aptamer HTS: 0
  procasp3 activ: 0
  HCV core dimer: -6
  JMJD2C inh: -5
  PP1 counter: 1
  PP5 inh: -2.2
  CTSL1 counter: 0
  VLA-4 inh: -8
O=C1c2ccccc2C(O)(c2ncc[nH]2)N1CCc1ccccc1 (centres undefined)
  proCasp7 act: 2
  GRK2 aptamer HTS: 5
  procasp3 activ: 5
  HCV core dimer: -6
  JMJD2C inh: -3
  PP1 counter: -2
  PP5 inh: -1.3
  CTSL1 counter: -3
  VLA-4 inh: 0
CN1CCc2c(OCC(=O)N3CCCc4ccccc43)cccc2C1=O
  proCasp7 act: 4
  GRK2 aptamer HTS: 2
  procasp3 activ: 7
  HCV core dimer: 2
  JMJD2C inh: 0
  PP1 counter: -2
  PP5 inh: 0.4
  CTSL1 counter: 0
  VLA-4 inh: -4

(continued)
SMILES	proCasp7 act	GRK2 aptamer HTS	procasp3 activ	HCV core dimer	JMJD2C inh	PP1 counter	PP5 inh	CTSL1 counter	VLA-4 inh
N#CC1=C(SCC(=O)Nc2ccc(C(=O)O)cc2)NC(=O)CC1c1ccco1 (centres undefined)	-6	9	-7	1	1	-3	-0.7	-6	-1
Cc1cccc(Nc2nc(-c3ccc(F)c(C)c3)cs2)n1	-14	4	-4	-2	5	-4	0.6	1	-4
CCOc1ccc(NC(=O)CCn2ccnc2)cc1	-6	0	-1	-4	-4	1	0.0	1	1
O=C(O)c1cccnc1SC1CC(=O)N(c2ccc(OC(F)F)cc2)C1=O (centres undefined)	-1	0	-3	6	-1	16*	3.6	-3	-7
COc1cccc(-c2cc(N)nn2C(=O)Nc2ccc(Cl)cc2)c1	-1	0	-5	-2	-9	23*	3.1	-3	0
COc1ccccc1C(=O)C1CCCN(C(=O)CCc2ccccn2)C1 (centres undefined)	-9	0	5	5	-4	-1	0.5	0	3
Oc1ccc(-c2[nH]ncc2-c2nc3ccccc3s2)c(O)c1	-6	8	4	-5	31	-6	5.2	13	-9
COc1ccc(NC(=O)CSCC(=O)N2CCCc3ccccc32)cc1	-1	1	-5	-5	1	0	-1.4	0	0
CCN(CC)C(=O)c1ccc(C(=O)c2c(C)cc(C)cc2C)cc1	5	0	-1	0	23	-3	3.1	2	0
CC(=O)/C(C#N)=C1\NC(=O)C(Cc2ccccc2Cl)S1 (centres undefined)	-20	1	-13	-12	5	-2	-0.8	7	1
CC(C)C(=O)N1CCN(c2nc(-c3ccccc3)c3c(c2C#N)CC(C)(C)OC3)CC1	12	0	5	6	-5	4	0.1	8	4
COc1ccc2sc(-c3ccccc3OC)c(C#CC(C)(C)O)c2c1	4	1	3	nt	-6	-1	2.7	nt	8
COc1ccc(/C=C2\Sc3ccc(C(=O)N4CCN(Cc5ccccc5)CC4)cc3N(C)C2=O)cc1OC	-6	0	-3	15	-7	1	2.7	5	20
COc1ccc(C(=O)NCCC2=CCCCC2)cc1OC	7	0	9	3	-1	0	1.4	1	-1
CCc1sc(C(=O)NCCc2ccc(S(N)(=O)=O)cc2)cc1C	5	2	0	3	-7	0	3.6	3	9
N#Cc1ccccc1Sc1ccccc1C(=O)Nc1ccccc1	-11	0	-2	7	0	-2	3.3	2	23
Cn1cc(-c2nnc(-c3ccccc3)o2)c2ccccc21	11	0	3	1	-7	0	0.3	1	1
COc1ccc(CN2CCN(CC=C(C)C)C(CCO)C2)cc1Cn1cccn1 (centres undefined)	4	0	0	7	19	-1	-2.1	6	22
CCOC(=O)c1c(-c2ccccc2)csc1NC(=O)/C(C#N)=C/c1ccc(O)c(OC)c1	-24	0	-27	8	7	6	-4.0	5	i
Cc1noc(C)c1S(=O)(=O)Nc1ccc2c(c1)C(=O)N([C@H](C)CO)C[C@H](C)[C@@H](CN(C)Cc1ccc(C(=O)O)cc1)O2	4	4	5	nt	nt	nt	nt	nt	6
c1ccc(-c2ccc(-c3nc(-c4ccncc4)no3)cc2)cc1	9	0	-1	-4	12	-2	-0.6	6	9
COc1ccc(CNC(=S)N/N=C(/C)c2ccccc2)cc1	-3	2	-17	-3	-8	-2	0.8	-1	-2
Cc1c(NC(=O)c2ccc(F)cc2)c(=O)n(-c2ccccc2)n1C	6	0	7	5	5	-1	-1.1	1	33
CC(C)C[C@@H](C(=O)O)N(Cc1cccc(CN([C@@H](CC(C)C)C(=O)O)S(C)(=O)=O)c1)S(C)(=O)=O	-9	2	11	-21	2	0	3.4	1	-12
O=C(OCC(=O)N1CCCC1)c1cnc(Cl)c(Cl)c1	-6	0	3	nt	4	nt	nt	nt	-1
Cc1ccc2cccc(OC(=O)c3ccc4c(c3)OCCO4)c2n1	10	1	-3	-1	10	1	0.9	-4	36
CCC(CC)C(=O)Nc1cccc(C(=O)N2CCCCCC2)c1	3	0	9	-4	1	-5	1.2	-1	23
Nc1nc(Cl)cc(NCCc2ccc(O)cc2)n1	-4	2	-5	-1	-3	-2	2.3	-3	15
COc1ccc(CN2CC[C@H]3C=CCc4cccc(c43)C2)cc1	-8	7	2	nt	-1	-1	2.7	nt	14
COc1ccccc1N1CCN(/N=C/C=C\c2ccco2)CC1	-1	2	3	-4	1	2	0.3	-1	14
